# HttQ103 aggreg: qHTS Multiplex Assay to Identify Dual Action Probes in a Cell Model of Huntington: Aggregate Formation (GFP); PC12 HttQ103-GFP aggregates, Acumen cytometry, 40 h; Potency, µM (doses to about 46.1 µM), for inactives: at the highest dose activity change, negative = inhibition, actives largely listed as inhibitors; hit rate 1.1% among 220,000; also: potency is read from the fitted curve at half-maximal effect; % is scaled to controls: 0 for no effect and ±100 for the full control effect; nearly all actives have a fitted effect of over 60% in size
#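 PC12 cells stably carrying ecdysone-inducible HTT exon 1 Q103–GFP were induced with tebufenozide (100 nM final) and treated with library compounds in titration. GFP aggregates in lysates were counted by laser scanning cytometry.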
# GAA glycogen: qHTS Assay for Inhibitors and Activators of Human alpha-Glucosidase Cleavage of Glycogen. AID 2100, 2009. recombinant GAA, glycogen substrate, Amplex Red glucose oxidase fluorescence. hit rate 0.38% among 300,000. Potency, µM (top dose mostly 76.4 µM), without a hit: at the top dose activity change, negative = inhibition, hits mostly inhibitors;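 also: potency is read from the fitted curve at half-maximal effect; 0% = full enzyme reaction and -100% = no-enzyme basal signal; the screen sought inhibitors and activators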
#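 Natural-substrate format: glycogen cleavage by 4 nM human enzyme, glucose read by Amplex Red coupling (Ex 573, Em 610 nm). Normalized to enzyme and no-enzyme controls.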
# CBFb-RUNX1 inh: qHTS Assay for Compounds Blocking the Interaction Between CBF-beta and RUNX1 for the Treatment of Acute Myeloid Leukemia | Runt-related transcription factor 1 (Homo sapiens) + Core-binding factor subunit beta … | AlphaScreen CBFb-His/RUNX1-biotin binding, biochemical | Potency, µM (series often up to 59.8 µM), for the others: top-dose activity, negative = inhibition, hits mostly inhibitors | 230,000 tested, under 10 active | AID 1477, 2009; also: % of control where 0% means no effect
# Target sequence (Q01196 whole entry, looked up): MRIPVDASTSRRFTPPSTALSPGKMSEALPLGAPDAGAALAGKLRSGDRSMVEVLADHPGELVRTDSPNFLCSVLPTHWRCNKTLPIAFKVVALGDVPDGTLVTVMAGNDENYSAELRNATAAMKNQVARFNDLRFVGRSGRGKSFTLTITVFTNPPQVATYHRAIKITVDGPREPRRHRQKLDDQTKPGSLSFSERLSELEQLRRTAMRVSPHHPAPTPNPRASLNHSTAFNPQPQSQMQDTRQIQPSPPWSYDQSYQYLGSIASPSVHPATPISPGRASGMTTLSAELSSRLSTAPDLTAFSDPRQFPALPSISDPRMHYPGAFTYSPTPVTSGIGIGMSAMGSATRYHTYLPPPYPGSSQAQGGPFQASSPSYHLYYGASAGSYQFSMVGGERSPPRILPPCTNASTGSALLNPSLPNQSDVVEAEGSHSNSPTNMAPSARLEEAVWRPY
# Target sequence (Q13951 whole entry, looked up): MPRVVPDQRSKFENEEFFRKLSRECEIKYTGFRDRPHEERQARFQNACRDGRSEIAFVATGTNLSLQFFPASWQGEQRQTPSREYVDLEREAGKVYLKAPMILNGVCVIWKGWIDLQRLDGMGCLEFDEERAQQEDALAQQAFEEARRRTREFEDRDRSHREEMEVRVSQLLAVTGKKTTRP
#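 AlphaScreen proximity signal reports loss of binding between His-tagged CBF-beta and biotin-labelled RUNX1, each at 30 nM. Proteins are pre-associated for 20 minutes, compounds added for 15 minutes, then beads for 90 minutes, all at ambient temperature.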
# GAA inh: qHTS Assay for Inhibitors of Human alpha-Glucosidase as a Potential Chaperone Treatment of Pompe Disease. purified human GAA, 4-MU-alpha-glucoside fluorescence. hit rate 0.005% among 200,000. AID 1466, 2008. Lysosomal alpha-glucosidase (Homo sapiens), P10253. Potency, µM (highest dose often 76.9 µM), inactives show at the top dose activity change, negative = inhibition, actives largely listed as inhibitors;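 also: potency is read from the fitted curve at half-maximal effect; plate controls were uninhibited enzyme wells for no effect and no-enzyme background for full effect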
#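 Read-out is 4-methylumbelliferone fluorescence (Ex 365/Em 440 nm) after NaOH/glycine stop at pH 10. Enzyme 4 nM, substrate 400 uM, pH 5.0 citrate buffer, 20 min room temperature; AC50 from Hill-equation concentration-response.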
# aGlu spleen mod: qHTS Assay for Inhibitors and Activators of Human alpha-Glucosidase From Spleen Homogenate | Lysosomal alpha-glucosidase (Homo sapiens), P10253 | Potency, µM (series often up to 79.9 µM), inactives show at the highest dose activity change, negative = inhibition, usual class: inhibitors | hit rate 0.006% among 240,000 | AID 2112, 2009 | human spleen homogenate, 4-MU-alpha-glucoside fluorescence;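 also: potency is read from the fitted curve at half-maximal effect; 0% = enzyme with vehicle and -100% = no enzyme basal signal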
#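 Enzyme source: human spleen homogenate, 1 ug/well. Buffer 50 mM citric acid/K phosphate pH 5.0, 0.01% Tween-20. 4-MU-alpha-glucoside 1 mM; 37 C x 40 min; NaOH/glycine stop; fluorescence.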
# HTT cytoprotect: qHTS Multiplex Assay to Identify Dual Action Probes in a Cell Model of Huntington: Cytoprotection (ATP); PC12 HTT-Q103 induced, cytoprotection, ATP luminescence, 40 h; AID 1471, 2008; hit rate 0.14% among 230,000; Potency, µM (top dose mostly 56.4 µM), inactives show cytoprotection (ATP increase), most hits filed as activators;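 also: potency is read from the fitted curve at half-maximal effect; % of control where 0% means no effect; nearly all actives have a fitted effect of over 45% in size; toxic huntingtin expression switched on by the ecdysone agonist tebufenozide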
#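 Compounds added alongside 100 nM tebufenozide, which induces toxic Q103 huntingtin exon 1-GFP in stable PC12 cells; surviving cells quantified by luminescent ATP measurement. Medium: phenol red-free DMEM, 5% equine and 5% calf serum.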
# Lamin A splicing: qHTS Assay for Modulators of Lamin A Splicing; Potency, µM (doses to about 46.1 µM), for the others: top-dose ratio change, negative = inhibition, actives largely listed as inhibitors; HeLa LMNA splicing GFP/RFP minigene ratio, 48 h; hit rate 0.01% among 200,000; active = well fitted inhibition curve with a large enough effect in the signal ratio, with a control signal flat, not every such curve was filed as active; inconclusive = small, poorly fitted or top-dose-only effect, or effect the other way, or a change in a side signal; the % refers to the signal ratio; also: potency is read from the fitted curve at half-maximal effect; % is scaled to controls: 0 for no effect and ±100 for the full control effect
#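 S3 HeLa stable clones carrying a lamin A-EGFP splicing minigene plus DsRed2 were seeded at 600 cells/well in Opti-MEM with 2% FBS, pin-dosed and incubated 48 h at 37°C. Acumen cytometry (488 nm) gave the GFP/RFP total-intensity ratio.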
# Numbers without * were called inactive; ? = inconclusive; . = no result given; [ ] = remark or other dose. Unless noted, calls follow the shape of the dose curve; as a rule, active = well fitted curve in the direction sought with a large enough effect; inconclusive = small, poorly fitted or top-dose-only effect, or another doubt; inactive = no such curve, though single readings can be large; an effect the other way counts as inactive or inconclusive. Not a hit list, and some 1.5% of all compounds hit somewhere here.
SMILES,HttQ103 aggreg,GAA glycogen,CBFb-RUNX1 inh,GAA inh,aGlu spleen mod,HTT cytoprotect,Lamin A splicing
CC(=O)N1CCN(c2ccc(NCc3ccc4c(c3)OCO4)cc2)CC1,10%,22µM*,.,8%,-7%,-16%,26%
O=C(Nc1cccc(S(=O)(=O)N2CCCCC2)c1)c1ccc2c(=O)n3c(nc2c1)CCCCC3,-9%,-8%,11%,3%,-6%,29%[10 µM],?
CC(=O)c1ccc(OCC(O)CN2CCOCC2)cc1 (stereo not drawn),7%,-6%,5%,3%[15.4 µM],-5%,9%,2%
NC(=O)c1ccc([N+](=O)[O-])cc1SCc1ccccc1,-5%,-9%,-3%,2%,-3%,-4%,12%
COC(=O)c1ccccc1NC(=O)Cc1ccccc1OC,10%,-1%,19%,-1%,-10%,-11%[10 µM],-2%
Cc1ncc(C23CC4CC(CC(C4)C2)C3)[nH]1,0%,9%,-2%,-9%,-7%,-10%,5%
CC(C)(C)OC(=O)N1CCC[C@H]1c1nnc(SCc2ccc(Cl)cc2)o1,1%[9.22 µM],-2%,18%,.,16%,9%[10 µM],.
O=C1C=C(O)CC(c2cccs2)C1 (stereo not drawn),8%,-6%,1%,0%,?,-17%,0%
CCCOc1ccc(-c2c(C(=O)N/N=C/c3ccc(OCC)cc3)nnn2-c2nonc2N)cc1,-8%,10%,2%,-6%,-8%,-4%[10 µM],-8%
COC(CNc1ncnc2c1cnn2C)OC,11%,9%,10%,-4%,-5%,.,.
NS(=O)(=O)c1ccc(NC(=O)c2c(Cl)cccc2Cl)cc1,6%[9.22 µM],14%,-5%,?,5%,-3%[10 µM],.
O=C1C[C@@H]2CCN3C(=O)CCC[C@@H]([C@H]23)[C@H]1Cc1ccccc1,.,.,14%[89.1 µM],.,3%[119 µM],-37%[inhibitor],.
Cc1ccc(/C=N/NC(=O)C[n+]2ccccc2)o1,3%,12%,-2%,1%,-1%,9%,-13%[46 µM]
C=CCOc1ccc(CNc2nccs2)cc1OC,11%,-9%,1%,-1%,1%,24%[10 µM],-25%
CC(C)(C)NC(=O)C1CN(S(=O)(=O)c2ccccc2)CCN1S(=O)(=O)c1ccccc1 (stereo not drawn),7%,10%,5%,-2%,-3%,10%,-1%
O=C(Cn1c2[n+](c3ccc(C(F)(F)F)cc31)CCCCC2)Nc1ccc(Br)cc1,23%,3%,5%,-4%,-3%,-57%,.
Cc1ccc(NC(=O)OCc2cc(-c3ccccc3)on2)cc1,13%[9.22 µM],20%,7%,9%,1%,-10%[1.9 µM],7%[46 µM]
COCCNC(=O)C1CC(=O)N(C2CCCCC2)C1 (stereo not drawn),-15%,4%,1%,5%,-14%,-3%,6%
COc1ccc(C(=O)Nc2ccc(NC(=O)c3ccco3)c(Cl)c2)cc1OC,15%,6%,-2%,-7%,-9%,-3%,4%
CCCn1nnnc1SCC(=O)c1ccc(NC(C)=O)cc1,10%,6%,-4%,-2%,1%,0%[10 µM],6%
CC1CN(C(=O)c2cccc(COc3ccccc3Cl)c2)CC(C)O1 (stereo not drawn),15%[9.22 µM],4%,8%,0%,0%,-36%,?
c1ccc2oc(CCc3nc4ccccc4o3)nc2c1,5%,7%,1%,13%,-3%,-26%[10 µM],?
O=c1cnnc(SCCc2ccccc2)[nH]1,9%,8%,2%,3%,-18%,-25%[0.074 µM],-11%
CC(C)(C)C1=CC(=O)C(=O)C(C(C)(C)C)=C1,-2%,-4%,-2%,-1%,1%,.,?
CCC(CC)C(=O)NCCN1CCN(C(=O)C(CC)CC)CC1,30%,9%,-4%,-1%,-1%,5%,-3%

# Continuation.
SMILES,HttQ103 aggreg,GAA glycogen,CBFb-RUNX1 inh,GAA inh,aGlu spleen mod,HTT cytoprotect,Lamin A splicing
Cc1[nH]n(-c2cccc(Cl)c2)c(=O)c1-c1ccccc1,?,?,-9%,3%,-8%,-9%,-21%
CC(=O)OCC1OC(n2ccc(=O)[nH]c2=O)C(O)C1O (stereo not drawn),8%,2%,-5%,-8%[15.4 µM],-5%,-1%,3%
Oc1ccccc1/C=N/[n+]1ccccc1,-5%[9.22 µM],2%,5%,.,-4%,11%[10 µM],.
CC(C)CN1CCN(Cc2cccc3nccnc23)CC1CCO (stereo not drawn),1%[9.22 µM],-1%,16%,.,1%,30%[10 µM],.
COC(=O)c1cc2c(cc1[N+](=O)[O-])OCO2,1%,7%,3%,?,1%,2%,.
COc1cc(C2Nc3ccc4ncccc4c3C3=C2C(=O)CCC3)cc(OC)c1OC (stereo not drawn),26%[9.22 µM],-5%,11%,1%,2%,29%[10 µM],1%[46 µM]
COc1cc(NC2=CC(=O)CC(C)(C)C2)cc(OC)c1,6%,0%,3%,-28%,-2%,3%,4%
CCCCOC(=O)Oc1ccc2c(=O)c(Oc3cccc(C)c3)coc2c1,10%,7%,-4%,4%,1%,-7%[10 µM],?
CC1=CC(=O)C2=C(C)C[C@@H]3OC(=O)[C@@H](C)[C@H]3C=C12,.,.,-5%,.,-6%,-21%,.
CSc1nc2ccc3nc(NC(=O)c4ccc(Cl)s4)sc3c2s1,-6%,-17%,3%,2%,-8%,11%[10 µM],-12%
O=C(NC(=S)Nc1ccc(S(=O)(=O)N2CCCC2)cc1)C1CC1,24%,-18%,4%,3%,-8%,-42%[inhibitor],.
O=C(O)C1CC=CCC1C(=O)Nc1cccc(Cl)c1 (stereo not drawn),27%[9.22 µM],-7%,2%,-3%,0%,-7%,4%
O=C(C1CC=CCC1)N1CCC(CO)(Cc2ccc(Cl)cc2)CC1 (stereo not drawn),-12%,-3%,-2%,-15%,5%,-69%,.
COCCNC(=O)C1CC(c2ccc([N+](=O)[O-])cc2)=NO1 (stereo not drawn),6%,1%,3%,3%,-3%,-14%,9%
O=C(C(NS(=O)(=O)c1cccc2nsnc12)c1ccccc1)N1CCN(c2ccccc2)CC1 (stereo not drawn),-8%,2%,-3%,-5%,10%,-30%,-9%
CCN1C(=O)C(CC(=O)Nc2cc(C)ccc2C)SC1=Nc1ccc(S(N)(=O)=O)cc1 (stereo not drawn),-15%,-5%,4%,-1%,6%,7%,5%
O=[N+]([O-])c1ccccc1/C=N/NC1=NS(=O)(=O)c2ccccc21,7%,-6%,-11%,-14%,-2%,.,.
Cc1ccc(S(=O)(=O)N(c2nc(NC(C)C)nc(NC(C)C)n2)n2cnnc2)cc1,9%,-7%,3%,?,-5%,9%[10 µM],1%
CC12CCCc3c(O)cc(=O)n(c31)-c1ccccc12 (stereo not drawn),4%,2%,-2%,-11%,1%,37%[10 µM],1%
Cc1cc(C)nc(SCC(=O)Nc2nc(-c3ccccc3)c(-c3ccccc3)o2)n1,-12%,3%,1%,-1%,-4%,-17%[10 µM],?
COc1cccc(-c2cc(C(=O)NCC3CCCO3)c3ccccc3n2)c1 (stereo not drawn),5%,12%,-7%,2%,8%,25%[10 µM],-7%
Cc1ccccc1Cn1cc(NC(=O)c2cc3nc(-c4ccco4)cc(C(F)(F)F)n3n2)cn1,4%,2%,-19%,?,2%,-32%,-2%
CCCCCCOC(=O)C(C#N)c1nc2ccccc2nc1N1CCCCC1 (stereo not drawn),-20%,1%,15%,-7%,-4%,-6%,18%
O=C(CN1CCCC1)Nc1ccc(F)cc1,27%[9.22 µM],-1%,0%,9%,-4%,3%[10 µM],.
COC(C(=O)Nc1ccc(S(=O)(=O)Nc2cccc3ccccc23)cc1)c1ccccc1 (stereo not drawn),1%,-1%,9%,2%,-7%,-8%[10 µM],-24%

# Next part.
SMILES,HttQ103 aggreg,GAA glycogen,CBFb-RUNX1 inh,GAA inh,aGlu spleen mod,HTT cytoprotect,Lamin A splicing
CC(=O)NCC(=O)N(C)C(C(=O)Nc1ccc(C(C)C)cc1)c1ccccc1 (stereo not drawn),4%,-10%,6%,0%,0%,1%,-6%
CN(C(=O)COC(=O)c1ccccc1NC(=O)c1ccco1)C1CCS(=O)(=O)C1 (stereo not drawn),-2%[9.22 µM],25%,7%,-6%,-5%,7%[10 µM],-4%[46 µM]
CCCCCCCCCCCCCCCC(=O)O[C@H](CC(=O)O)C[N+](C)(C)C,.,.,-2%[21.7 µM],.,-3%,?,.
CCOC(=O)CN1CC23C=CC(O2)C(C(=O)NCc2cccs2)C3C1=O (stereo not drawn),-19%[9.22 µM],6%,-1%,-3%,1%,-2%,5%
CN1C(=O)C(CC(=O)Nc2ccc(F)cc2)N(CCCc2ccccc2)C1=S (stereo not drawn),-10%,-17%,0%,-1%,-17%,0%,9%
O=C(CSc1ccc2nnc(-c3cccs3)n2n1)N1CCCC1,-8%,-15%,18%,-2%,.,-19%,-10%[46 µM]
O=C(CCn1c(=O)[nH]c2ccsc2c1=O)N1CCN(c2cccc(Cl)c2)CC1,1%,8%,1%,-5%,-10%,-27%,1%

# Reprinted at random: five entries already listed
SMILES,HttQ103 aggreg,GAA glycogen,CBFb-RUNX1 inh,GAA inh,aGlu spleen mod,HTT cytoprotect,Lamin A splicing
O=C(CSc1ccc2nnc(-c3cccs3)n2n1)N1CCCC1,-8%,-15%,18%,-2%,.,-19%,-10%[46 µM]
O=C(CCn1c(=O)[nH]c2ccsc2c1=O)N1CCN(c2cccc(Cl)c2)CC1,1%,8%,1%,-5%,-10%,-27%,1%
CN(C(=O)COC(=O)c1ccccc1NC(=O)c1ccco1)C1CCS(=O)(=O)C1 (stereo not drawn),-2%[9.22 µM],25%,7%,-6%,-5%,7%[10 µM],-4%[46 µM]
CCCCCCCCCCCCCCCC(=O)O[C@H](CC(=O)O)C[N+](C)(C)C,.,.,-2%[21.7 µM],.,-3%,?,.
CCOC(=O)CN1CC23C=CC(O2)C(C(=O)NCc2cccs2)C3C1=O (stereo not drawn),-19%[9.22 µM],6%,-1%,-3%,1%,-2%,5%

# Screens deposited in PubChem BioAssay by National Center for Advancing Translational Sciences (NCATS).
